# 14-3-3 PPI – 14-3-3 gamma protein interaction modulation | 0.19% of 160,000 active | AID 422 | inhibition, % at 40 µM | FP, 14-3-3gamma / TMR-pS259-Raf peptide binding | P61981; in the data active = inhibition above about 30%;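 note: 0% = protein plus tracer without compound and 100% = blank with tracer alone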
# Target sequence (P61981 whole entry, looked up): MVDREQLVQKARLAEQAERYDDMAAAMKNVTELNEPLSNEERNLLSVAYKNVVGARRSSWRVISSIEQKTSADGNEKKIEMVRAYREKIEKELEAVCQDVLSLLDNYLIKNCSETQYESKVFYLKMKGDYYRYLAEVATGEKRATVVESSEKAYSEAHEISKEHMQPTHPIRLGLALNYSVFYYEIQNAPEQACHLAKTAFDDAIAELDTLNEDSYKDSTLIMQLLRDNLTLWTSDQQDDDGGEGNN
# * marks the source's active call; other numbers are inactive results; & = joins results of further samples. Some of the compounds tested (hit frequency here may not be typical).
SMILES,14-3-3 PPI
Cc1onc(-c2ccccc2Cl)c1-c1nc(Cc2ccccc2)no1,-1.7
OC1COC(n2ccc3ccccc32)C(O)C1O (stereo not drawn),-9.0
COc1ccc(NC(=O)CSc2nc(-c3ccccc3)cc(=O)[nH]2)c(OC)c1,-16.9
CN1C(=O)CS(=O)c2ccc(C(=O)NC3CC3)cc21 (stereo not drawn),4.8
Cc1cccc(S(=O)(=O)N2CCSC2c2ccc3c4c(cccc24)CC3)c1 (stereo not drawn),1.9
Cc1ccc(-n2ncc3c(=O)n(Cc4cccnc4)cnc32)cc1,-3.3
Cc1nn(-c2ccccc2)c2sc(C(=O)N3CCC(C(N)=O)CC3)cc12,-3.5
Cc1ccccc1Nc1nnc(-c2ccc(C)c(S(=O)(=O)NC(C)(C)C)c2)c2ccccc12,-3.1
COc1ccc(N2C(=O)C3CCCN3C2c2cccc(OC)c2OC)cc1 (stereo not drawn),0.5
O=C(c1ccccc1C(=O)N(c1ccccc1)c1ccccc1)N1CCCCC1,-1.0
O=C(CSc1nnnn1-c1ccccc1)NCc1ccccc1,-11.8
Cc1cn(-c2nc(-c3ccccc3)oc2-c2ccccc2)c(=O)nc1Nc1ccccc1,-7.5
COC(=O)c1ccc(C(=O)OC)nc1,0.4&-0.9
COc1ccc(N(CC(=O)Nc2cccc(N(C)S(C)(=O)=O)c2)S(C)(=O)=O)cc1OC,-0.9
Cc1ccc(-c2nnc(-c3cccs3)o2)cc1,0.2
COc1cccc(Nc2ncccc2C(=O)NCc2ccccc2)c1,-32.0
Oc1cccc(Nc2nc(-c3ccccc3)nc3ccccc23)c1,-27.2
COc1cccc(C2=NN(C(=O)C(=O)OC(C)(C)C)C(O)(C(F)(F)F)C2)c1 (stereo not drawn),5.2
CCCOc1ccc(C(=O)Nc2ccc3c(c2)C(=O)c2ccccc2C3=O)cc1,-69.8
CC(NC(=O)c1c[nH]c2ccc(S(=O)(=O)Nc3cccc(C(F)(F)F)c3)cc2c1=O)c1ccc2c(c1)OCCO2 (stereo not drawn),-10.5
COC(=O)c1ccccc1NC(=O)COc1ccc(S(=O)(=O)N2CCCC2)cc1C,1.4
Cn1nc(SCC(=O)O)sc1=S,7.7
Cc1ccc(-n2c(SCc3ccccc3C)nc3[nH]ncc3c2=O)cc1,3.4
O=C(Cn1cnc2ccccc21)OCC(=O)N1CCCc2ccccc21,-3.1
N#Cc1c(N=Cc2cc([N+](=O)[O-])ccc2O)sc2c1CCCC2,-13.5
O=C(Nc1nc2ccc([N+](=O)[O-])cc2s1)c1cccc(C(F)(F)F)c1,15.9
CCCCn1c(=N)n(CC(=O)C(C)(C)C)c2ccccc21,-4.5
Cc1cccc(N(CC(=O)Nc2ccc3c(c2)OCO3)S(C)(=O)=O)c1C,-30.4
CCCOC(=O)C1=C(C)NC2=C(C(=O)CC(c3ccc(OC)c(OC)c3)C2)C1c1ccccc1F (stereo not drawn),-1.2
Cn1c(=NC(=O)c2ccc(S(=O)(=O)N3CCOCC3)cc2)sc2cc(S(C)(=O)=O)ccc21,5.2
COc1ccccc1Nc1ncc(C(=O)Nc2ccc(C)cc2Br)c2ccccc12,-8.6
CCOc1ccccc1NC(=O)C1CCN(S(=O)(=O)c2c(C)nn(C)c2C)CC1,-5.8
CCOc1ccccc1NC(=O)CCS(=O)(=O)c1ccc2c(c1)CC(C)N2C(C)=O (stereo not drawn),-0.3
COc1ccc([N+](=O)[O-])cc1NC(=O)c1cc2ccccc2cc1OC,-0.7
N#Cc1ccc(CSc2nnc(-c3ccccn3)n2-c2ccc(Cl)cc2)cc1,6.2
CCCSc1nc2c(c(-c3ccc(C)o3)c1C#N)CCCC2,-18.0
CN1/C(=C(/O)c2ccccc2)C(=O)c2ccccc2S1(=O)=O,-1.9
COc1ccc(S(=O)(=O)Cc2ccc(C(=O)NCc3cccs3)o2)cc1,-3.2
O=C(C(NS(=O)(=O)c1cccs1)c1ccccc1)N1CCN(c2ccccc2)CC1 (stereo not drawn),-12.4
COc1ccc(C(=O)Nc2nc3ccc(Cl)cc3s2)cc1OC,-3.1
COC(=O)c1ccc2c(=O)[nH]c3c(C(=O)Nc4ccccc4)sc(=S)n3c2c1,-12.9
O=C(NCC(=O)N(c1cccnc1)C(C(=O)NCc1ccco1)c1ccccc1)c1ccco1 (stereo not drawn),-8.1
O=C(O)c1cc(N2C(=O)C3CC=CCC3C2=O)ccc1Cl (stereo not drawn),-3.1
O=C(Nc1ccccc1N1CCCC1)c1cc2ccccc2o1,-1.5
CCNS(=O)(=O)c1ccc(NC(=O)Nc2cccc(C(F)(F)F)c2)cc1,-3.7

# Three of the entries above in order of their number in 14-3-3 PPI, largest number first.
SMILES,14-3-3 PPI
Cc1ccc(-n2c(SCc3ccccc3C)nc3[nH]ncc3c2=O)cc1,3.4
COc1ccc([N+](=O)[O-])cc1NC(=O)c1cc2ccccc2cc1OC,-0.7
Cc1cn(-c2nc(-c3ccccc3)oc2-c2ccccc2)c(=O)nc1Nc1ccccc1,-7.5

# Continuation:
SMILES,14-3-3 PPI
COC(=O)C1=C(CN2CCSCC2)NC(=O)NC1c1cc(C)ccc1C (stereo not drawn),2.0
NC(=O)COc1ccc(=O)n(-c2ccccc2)n1,-3.0
O=C1CCC(c2ccccc2)(C2CCN(Cc3ccccc3)CC2)C(=O)N1 (stereo not drawn),-3.0
COC(=O)C1C(=O)C2=C(CC1C)NC(C)=C(C(=O)OCCOc1ccccc1)C2c1ccc(C)o1 (stereo not drawn),-2.8
CC(Oc1ccc(F)cc1)C(=O)Nc1cccnc1 (stereo not drawn),-4.6
COc1ccc(C2CC(c3ccccc3)=NN2C(=O)c2ccc(Cl)cc2)cc1 (stereo not drawn),0.7
O=S(=O)(NCc1ccccc1Cl)c1cnc[nH]1,-4.7
Cc1cc2ccccc2n1CCNC(=O)C1CC1,-7.8
O=C(O)C(Cc1ccccc1)n1cccc1 (stereo not drawn),1.2
CCOC(=O)Nc1nnc(-c2ccc(OC)c(OC)c2)s1,-3.7
Cc1cc(C(F)(F)F)c2c(=O)[nH]c(=O)n(Cc3ccccc3)c2n1,-5.9
O=C(c1cc(-c2cccs2)on1)N1CCOCC1,-7.3&-12.1
Cc1onc(-c2ccccc2)c1C(=O)Nc1nnc(COc2ccc(Cl)cc2)s1,-4.5
COc1ccc(-n2c(N)c(C(=O)NCC3CCCO3)c3nc4ccccc4nc32)c(OC)c1 (stereo not drawn),-3.8
COc1ccccc1NC(=O)c1cccs1,0.9
Cc1cc(OCC(=O)Nc2ccc3c(c2)OCCO3)ccc1Cl,-7.2&4.9
Cc1ccc(-n2c(SCC(=O)N3CCOCC3)nnc2-c2ccncc2)cc1,-3.4
O=C(Nc1ccc(F)cc1)C(Cc1ccc([N+](=O)[O-])cc1)N1C(=O)c2ccccc2C1=O (stereo not drawn),-8.3
CC(C)n1c(NCc2cc(Cl)ccc2O)nc2ccccc21,0.8
Cc1ccnc(-n2c(CCN3C(=O)c4ccccc4C3=O)nc3ccccc3c2=O)c1,-4.4
O=C1c2cc3ccccc3cc2C(=O)N1c1ccc(Br)cc1,4.0
O=C(C1CCN(c2nc3ccccc3o2)CC1)N1CCCCC1,-3.9
CCOC(=O)C1CCN(C(=O)c2cnn3c(C)c(Cc4ccc(C)cc4)c(C)nc23)CC1,-2.6
CCn1cc(C(=O)NC2CC3CCC2C3)c(=O)c2ccc(C)nc21 (stereo not drawn),-6.1
Cc1cc2c(=O)n(CC(=O)N3CCN(c4ccccc4)CC3)cnc2s1,-8.9&-7.7
O=C(O)c1ccccc1C(=O)c1ccc(-c2ccccc2)cc1,2.0
O=C(O)CCCCCNc1nc(=S)[nH]c2ccccc12,-10.9&-1.1
Cc1cc(S(=O)(=O)N2CCOCC2)ccc1Cl,-3.9
CCOC(=O)N1CCC(N2CC34C=CC(O3)C(C(=O)Nc3ccc(C)cc3)C4C2=O)CC1 (stereo not drawn),-3.8
COc1ccc2oc(=O)c(C(=O)Nc3ccccc3F)cc2c1,0.7

# Random excerpt: 7 entries already listed, in no set order.
SMILES,14-3-3 PPI
CCOC(=O)C1CCN(C(=O)c2cnn3c(C)c(Cc4ccc(C)cc4)c(C)nc23)CC1,-2.6
O=C1c2cc3ccccc3cc2C(=O)N1c1ccc(Br)cc1,4.0
Cc1cc(S(=O)(=O)N2CCOCC2)ccc1Cl,-3.9
O=C(Nc1ccc(F)cc1)C(Cc1ccc([N+](=O)[O-])cc1)N1C(=O)c2ccccc2C1=O (stereo not drawn),-8.3
O=C(C1CCN(c2nc3ccccc3o2)CC1)N1CCCCC1,-3.9
O=C(O)CCCCCNc1nc(=S)[nH]c2ccccc12,-10.9&-1.1
O=C(O)c1ccccc1C(=O)c1ccc(-c2ccccc2)cc1,2.0

# (continued)
SMILES,14-3-3 PPI
Cc1ccccc1-n1nc(C)c2cc(C(=O)N3CCN(S(=O)(=O)c4ccc(F)cc4)CC3)sc21,3.4
CC(NC(=O)c1cc2ccccc2o1)c1cccs1 (stereo not drawn),0.7&-4.5
CC1=C(C(=O)OC(C)C)C(c2ccc(C)cc2)N2C(=O)C(C)SC2=N1 (stereo not drawn),-4.0
COc1ccc2nc(C)cc(C(=O)O)c2c1,-21.6
O=C(C1CCC(Cn2c(=O)[nH]c3ccsc3c2=O)CC1)N1CCN(c2cccc(C(F)(F)F)c2)CC1 (stereo not drawn),-10.2
COc1ccc(NC(=O)C2=C(C)NC3=C(C(=O)CC(c4ccc(OC)c(OC)c4)C3)C2c2coc3ccccc3c2=O)cc1 (stereo not drawn),-16.3
O=S(=O)(c1ccc(-c2csc(=Nc3ccc(OC(F)(F)F)cc3)n2CCCO)cc1)N1CCCC1,6.3
COCCn1c(=N)c(C(N)=O)cc2c(=O)n3cccc(C)c3nc21,-13.4
CCC(c1nnc(SCC(=O)NCC2CCCO2)n1Cc1ccccc1)N(C)C (stereo not drawn),-1.5
C=CCN(CC=C)S(=O)(=O)c1ccc(C(=O)N=c2sc3c4ccccc4ccc3n2C)cc1,11.4
CC1(C)CC(C(CCN2C(=O)CCC2=O)c2ccccc2)CCO1 (stereo not drawn),3.0
O=C(c1cn(CCOc2ccc3c(c2)OCO3)c2ccc(Br)cc12)C(F)(F)F,-4.3
O=C(CCNS(=O)(=O)c1ccc(Br)cc1)NCc1ccccc1Cl,1.0
N#CC1=C(N)OC2=C(C(=O)CCC2)C12CCC1(CC2)OCCO1,-2.0
CCOC(=O)N1CCN(S(=O)(=O)c2ccc(C(=O)Nc3sc4c(c3C#N)CCC4)cc2)CC1,-13.2
Cc1cc2nnc(SCc3ccccc3F)n2c2ccccc12,-10.3
COc1ccc(OC)c(C2NC(=O)N(C)C(C)=C2C(=O)OCCOc2ccccc2)c1 (stereo not drawn),-3.3
NC(=O)c1cc(S(=O)(=O)N2CCOCC2)ccc1Sc1ccccc1N,-2.1
CCCCN1CC23C=CC(O2)C(C(=O)OCC(C)C)C3C1=O (stereo not drawn),4.0
COc1ccc(CNC(=O)CCn2c(=O)oc3ccccc32)cc1,1.8
CCOP(=O)(c1ccc(N(C)C)cc1)C(O)c1ccccc1OC (stereo not drawn),-0.9
O=C(O)CCCNS(=O)(=O)c1cccs1,1.6
N#Cc1ccc(OC(=O)Cn2c3ccccc3c(=O)c3ccccc32)cc1,-9.9
CCOc1ccc2[nH]c(=O)c(CN(Cc3nnnn3Cc3ccccc3)CC3CCCO3)cc2c1 (stereo not drawn),-2.8
c1ccc2[nH]c(-c3cscn3)nc2c1,-10.8&-6.8
O=C(c1nn2c(C(F)(F)F)cc(-c3cc(Br)cs3)nc2c1Br)N1CCCCC1,-8.3
CCOC(=O)C1=CN(Cc2ccc(Cl)cc2)C=C(C(=O)OCC)C1c1ccccc1F,-4.2
CCOC(=O)CNC(=O)CSc1nc(-c2cccs2)nc2c1c(=O)n(C)c(=O)n2C,-2.5
Cc1ccnc(SCC(=O)n2c(C)c(C)c3ccccc32)n1,-11.2
CC1CC(C)CN(CCCNC(=O)Cc2c(C(=O)O)n(C)c3ccccc23)C1 (stereo not drawn),3.2
CCN(C(=O)CCc1nc(-c2ccccc2F)no1)c1cc(OC)ccc1OC,1.5
CCN(CC)CCCN1C(=O)C(=O)/C(=C(/O)c2ccc(OC)c(Cl)c2)C1c1ccco1 (stereo not drawn),-1.4
CCOC(=O)N1CCN(C(=O)Nc2ccc3nc(C)sc3c2)CC1,-8.8
CCOC(=O)N1CCN(c2ccc(C(=O)CC)cc2F)CC1,-4.9
CC(C)NC(=O)CCNS(=O)(=O)c1ccc(Br)cc1,-9.1
COc1ccc(C2C(=O)N(C3CCCCCC3)CC(=O)N2CCC2=CCCCC2)cc1OC (stereo not drawn),6.6
c1ccc(COc2ccc(OCCn3cncn3)cc2)cc1,1.1
Cc1cc2ccccc2c(=O)n1CC(=O)NCC(=O)N1CCN(C)CC1,-3.9
CCOCCCNC(=O)c1ccc2c(c1)N(Cc1ccccc1C)C(=O)c1ccccc1S2,-2.0
Cc1ccc(C(=O)N2N=C(CC(C)C)CC2(O)C(F)(F)F)o1 (stereo not drawn),-0.9
Cc1cccc(/N=C/c2c(O)c3ccccc3oc2=O)n1,4.5
CC(n1cnnn1)C12CC3CC(CC(C3)C1)C2 (stereo not drawn),-7.1
COC(=O)[C@H]1[C@H]2C[C@@H]3c4[nH]c5cc(OC)ccc5c4CCN3C[C@H]2C[C@@H](OC(=O)c2cc(OC)c(OC)c(OC)c2)[C@@H]1OC,-11.1
O=C(Cn1nnc(-c2ccccc2F)n1)Nc1ccc2c(c1)OCO2,-5.5
CCOC(=O)c1ccc2c(c1)nc(C1CCN(S(=O)(=O)c3ccc(C)cc3)CC1)n2C1CCCCC1,-2.9
Cc1nnc(SCC(=O)NCc2ccco2)[nH]c1=O,-10.3&-64.9
CC1=CC(c2ccc(Cl)cc2)n2nc(NC(=O)c3ccccc3)nc2N1 (stereo not drawn),-2.6
Cc1cccc(NC(=O)CSc2cn(Cc3ccccc3C)c3ccccc23)c1,-0.9
CCC1=C([N+](=O)[O-])C(c2ccc3c(c2)OCO3)NC(=O)N1 (stereo not drawn),-7.1
COc1ccccc1NC(=O)C1=C(C)NC(=O)NC1c1ccco1 (stereo not drawn),-6.0
CCc1ccc(C2CC(c3cccc(OC)c3OC)n3nnnc3N2)cc1 (stereo not drawn),6.2
CCCCn1c2ccccc2c2ccccc21,-21.4

# Screening results from PubChem BioAssay.
